WT yeast gro inh: growth inhibition of WT yeast, mitochondrial fusion screen. inhibition, % at 10 µM. mitochondrial fusion phenotypic screen, WT strain. AID 1362. 190,000 compounds, 2.1% hits; in the data active = inhibition above about 58%; tested in S. cerevisiae
Autophagy HCS: modulators of autophagy; AID 463193; MEF GFP-LC3 puncta imaging; test concentration mostly 10 µM; 190,000 compounds, 0.98% hits; calls only at 10 µM (by protocol);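 active = percentage of spot-positive cells more than 3 SD above its plate mean, without a fluorescence outlier flag or 80% toxicity; inconclusive = no clear call, values can overlap the other calls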;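 note: spot-positive cell cutoff set from DMSO-treated cells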
UTI89 phage lysis: inhibition of K1F phage lysis, E. coli UTI89, bacterial capsule biogenesis inhibitors, alamar blue (AID 488966). E. coli UTI89 K1F phage lysis, alamar blue, 2 h; higher % means a stronger effect. one-dose inhibition, % at 100 µM; IC50 in µM for titrated hits. 340,000 compounds, 0.02% hits;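 active = phage lysis inhibition, versus mean bacterial control, above a set limit; inconclusive = no clear call, values can overlap the other calls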;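 note: capsule biogenesis inhibitors block K1F phage lysis so surviving cells raise fluorescence; higher fluorescence means more inhibition of phage lysis; actives were called in the ten point dose series up to 300 µM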
GPR35 arrestin U2OS: GPR35 antagonists blocking zaprinast-driven arrestin recruitment, primary screen, imaging, U2OS, beta-arrestin-GFP, zaprinast agonist (AID 2058); U2OS GPR35 beta-arrestin-GFP translocation imaging, zaprinast antagonism; higher % means a stronger effect; inhibition, % at 10 µM; hits with a dose series show IC50 in µM; 290,000 compounds, 0.052% hits;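 active = inhibition of at least 50% with at least 30 cells and total cytoplasm GFP at most 10,000,000; inconclusive = under 30 cells or total GFP of 10,000,000 plus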
NS5 inhibitors: flavivirus cap methylation enzyme inhibition – biochemical, confirmation dose response, primary screen (AID 588689); inhibition, % at 25 µM, or IC50 in µM where a hit was titrated; 340,000 compounds, 0.3% hits; Dengue-2 NS5 methyltransferase capping enzyme assay, biochemical; higher % means a stronger effect; in the data active = a potency from the dose series; inconclusive = inhibition above about 29% without an active follow-up result
RSV CPE inhibition: RSV antiviral activity via CPE protection, HEp-2 cells, primary 10 µM value included (AID 2391). 310,000 compounds, 0.13% hits. CPE inhibition, % at 10 µM, or IC50 in µM where a hit was titrated. HEp-2 cells, RSV-induced CPE inhibition; higher % means a stronger effect; in the data active = a potency from the dose series; inconclusive = CPE inhibition mostly from about 23% at the one dose, without a potency; inactive = the rest, 99 in 100 with CPE inhibition below about 21%; note: strong numbers were not always called active
AID2073: disruptors of CaV2.2 binding to Mint1 – biochemical, HTRF (AID 2073); 290,000 compounds, 0.19% hits; inhibition, % at 20 µM; hits with a dose series show IC50 in µM; HTRF protein-protein interaction, Mint1-CaV2.2; higher % means a stronger effect; in the data active = inhibition mostly above about 51%, no sharp cut-off; inconclusive = no clear call, values can overlap the other calls; inactive = mostly below about 53%; note: some results filed as inactive read as strong as hits
LYP inhibition: PTPN22 lymphoid phosphatase activity blockers – biochemical, fluorescence intensity, uHTS (AID 1779); recombinant LYP phosphatase, fluorescence intensity; higher % means a stronger effect; inhibition, % at 11.5 µM; hits with a dose series show IC50 in µM; 290,000 compounds, 0.054% hits; in the data active = inhibition above about 50%;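 note: plate controls were vehicle with enzyme for no effect and no enzyme for full effect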
NTR1 agonist: agonists of NTR1, primary screen, imaging, U2OS cells, beta-arrestin-GFP, high content (AID 493036); NTR1-U2OS beta-arrestin-GFP spot imaging, agonist mode; activation, % at 20 µM; 330,000 compounds, 0.17% hits;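 active = activation at or above 40% of the spot to cytoplasm intensity ratio, with at least 20 cells analyzed; inconclusive = wells under 20 cells, flagged as cytotoxic or low count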;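 note: 0% = DMSO without peptide and 100% = 100 nM NTR1 peptide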
Target sequence (P30989 whole entry, looked up): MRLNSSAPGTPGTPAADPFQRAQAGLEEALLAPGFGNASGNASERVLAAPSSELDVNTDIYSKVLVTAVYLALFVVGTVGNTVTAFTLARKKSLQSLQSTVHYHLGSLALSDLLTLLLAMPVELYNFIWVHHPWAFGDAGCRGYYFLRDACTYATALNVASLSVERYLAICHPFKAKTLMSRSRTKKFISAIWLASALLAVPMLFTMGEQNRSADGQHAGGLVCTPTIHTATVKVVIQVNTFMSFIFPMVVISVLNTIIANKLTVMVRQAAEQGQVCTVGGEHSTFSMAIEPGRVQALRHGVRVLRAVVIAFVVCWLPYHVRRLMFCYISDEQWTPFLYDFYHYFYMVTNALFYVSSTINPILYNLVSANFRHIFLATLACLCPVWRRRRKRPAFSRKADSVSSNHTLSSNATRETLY
WT yeast gro inh mutant strain: second read-out of WT yeast gro inh, no call of its own (marks repeat the call); inhibition, %; mitochondrial fusion phenotypic screen, mutant strain inhibition
Autophagy HCS cell loss 18 h: further read-out of Autophagy HCS, marked with its call; toxicity, %; measured here: cell loss, nuclei count;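 cell loss after 18 h compound exposure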
NTR1 agonist cell count 20 µM: second read-out of NTR1 agonist, no call of its own (marks repeat the call); cell count; measured here: cell count, cytotoxicity flag
NS5 inhibitors pilot replicate: further read-out of NS5 inhibitors, marked with its call; inhibition, %; measured here: pilot screen replicate inhibition
Numbers without * were called inactive; i = inactive; ? = inconclusive; nt = not tested or not shown; [ ] = another dose, or the depositor's remark.

SMILES	WT yeast gro inh	WT yeast gro inh mutant strain	Autophagy HCS	Autophagy HCS cell loss 18 h	UTI89 phage lysis	GPR35 arrestin U2OS	NS5 inhibitors	RSV CPE inhibition	AID2073	LYP inhibition	NTR1 agonist	NTR1 agonist cell count 20 µM	others
CCN(CC)S(=O)(=O)c1cccc(NC(=O)CSc2nc3ccccc3[nH]2)c1	-3.7	-3.7	i	3.0	-0.2%	-9.4%	-5.3%	1.5%	14.9%	-12.9%	0.9	62
O=C(CSc1nc2ccccc2c(=O)n1Cc1ccco1)NCc1ccccc1	nt	nt	i	0.8	3.5%	nt	-2.0%	1.4%	nt	nt	4.9	62
Cc1ccc(NC(=O)Nc2cc(-c3ccccc3)nn2C)cc1Cl	nt	nt	nt	nt	-0.2%	-20.8%	-10.2%	4.2%	25.5%	-3.5%	1.9	52
CC(=O)Nc1ccc(S(=O)(=O)NNC(=S)NCc2ccco2)cc1	nt	nt	nt	nt	0.1%	-4.2%	-8.4%	1.4%	-12.8%	-3.2%	-0.7	56
CCCOC(=O)CSc1nnc(-c2ccccc2Cl)o1	-5.2	4.4	i	-17.6	1.5%	-1.0%	1.6%	2.6%	-9.1%	-3.1%	0.6	37
COc1ccc(-c2noc(CSc3nc(-c4ccccc4)cc(=O)[nH]3)n2)cc1OC	2.8	11.0	i	17.1	-0.1%	-6.7%	-2.7%	0.0%	7.2%	3.8%	0.6	60
CCOc1ccc(NC(=O)c2sc(NC(C)=O)c(C(=O)OC)c2C)cc1	3.3	13.6	i	-1.5	-0.3%	12.9%	-7.0%	2.0%	32.3%	-12.2%	1.7	46
Cc1cc(C)c2c(n1)sc1c(-c3ccccc3)c(C#N)c(N)nc12	-3.6	-1.1	i	5.4	1.2%	0.4%	-2.2%	2.5%	6.4%	-5.6%	13.9	49
Cc1snc(SCc2ccc(Cl)cc2)c1C#N	nt	nt	nt	nt	0.2%	-3.9%	-4.6%	1.1%	-14.5%	-2.5%	4.4	79
COc1ccc(C2(O)CCN(C(=O)c3c(F)cccc3F)CC2)cc1	-14.0	-5.5	i	-9.2	0.1%	11.4%	-2.1%	-0.1%	0.3%	-5.1%	0.1	51
Cc1ccc(SCc2[nH]nc3c2C(c2cccnc2)C(C#N)=C(N)O3)cc1 (stereo not given)	-3.0	-0.2	i	8.7	1.4%	-3.1%	13.1%	-2.3%	4.1%	-5.1%	13.3	47
O=C(c1cccs1)c1coc2ccc(O)c(CN(CCO)CCO)c12	-7.4	-9.2	i	-1.4	0.3%	10.0%	-10.1%	-0.8%	5.4%	-10.7%	3.8	84	NS5 inhibitors pilot replicate=1.8
O=C(NCc1ccco1)C(c1cccs1)N(C(=O)Cc1cccs1)c1ccccc1 (stereo not given)	-2.6	29.9	i	7.8	0.0%	-2.7%	-0.8%	0.8%	-1.1%	0.2%	-0.4	96
O=C1CN(C(=O)C2CCCC2)CCN1	10.6	-9.8	i	7.8	2.3%	-2.8%	-6.5%	2.5%	-2.7%	-10.2%	-2.0	58
COc1ccc(/C=N/NC(=O)c2cnccn2)c(OC)c1OC	nt	nt	nt	nt	0.8%	-11.2%	2.3%	nt	-2.5%	-5.8%	0.1	61
CC(C)CN(C(=O)COC(=O)c1nc(Cl)ccc1Cl)C1CCS(=O)(=O)C1 (stereo not given)	-7.5	8.6	i	5.9	-2.1%	0.2%	-6.9%	-0.7%	6.4%	-7.6%	1.9	44
Cc1cc(C)nc(N/N=C/C2=C(O)CC(c3ccccc3)CC2=O)n1 (stereo not given)	nt	nt	nt	nt	nt	2.8%	nt	3.8%	6.3%	0.1%	-0.3	52
O=C(COC(=O)C1CCN(c2ccc(C(F)(F)F)cn2)CC1)c1cccc(Br)c1	nt	nt	nt	nt	0.4%[50 µM]	nt	0.7%	2.5%	nt	nt	0.4	75
CCC(C)(C)NC(=O)CN(C(=O)C(=O)Nc1ccc2c(c1)OCCO2)N1CCOCC1	nt	nt	nt	nt	1.8%	-2.3%	0.0%	1.6%	-9.0%	-3.8%	-1.0	47
COc1cc(C(=O)Nc2ccccc2C(=O)NCc2cccnc2)cc(OC)c1OC	nt	nt	nt	nt	-0.1%	8.8%	-0.8%	1.0%	-1.7%	-4.1%	1.7	44
COC(=O)c1sc(NC(=O)C2c3ccccc3Oc3ccccc32)c(C(=O)OC)c1C	-8.6	-6.4	i	6.1	2.8%	8.0%	-2.2%	6.3%	-2.8%	-7.4%	0.7	48
O=S(=O)(c1ccc(Cl)cc1)n1cccn1	-12.7	8.1	i	-12.6	0.4%	20.4%	-4.7%	2.9%	18.2%	-8.5%	-0.6	50
CC1(C)Cc2nc3sc4c(=O)n(CC(N)=O)cnc4c3cc2CO1	-15.1	-17.3	i	-32.7	0.0%	20.9%	-3.5%	1.2%	19.4%	-9.2%	-1.3	53
CC1CN(C(=O)c2ccc(S(=O)(=O)Nc3ccccc3F)cc2)CC(C)O1 (stereo not given)	nt	nt	nt	nt	-0.5%[50 µM]	nt	-10.8%	1.2%	nt	nt	0.3	64
COc1ccc(OCC(=O)N2CCN(C(=O)c3cccc(F)c3)CC2)cc1	-11.7	-8.5	i	0.5	1.1%	7.9%	-6.2%	1.5%	-1.9%	-3.0%	-1.1	27
O=C(CSc1ncnc2scc(-c3ccccc3)c12)N1CCN(c2ccccc2F)CC1	11.3	1.0	i	-0.5	6.4%	-17.3%	0.7%	0.0%	7.6%	-0.7%	nt	nt
CCCCNC(=O)CN(c1cccc(Br)c1)S(C)(=O)=O	0.3	13.4	i	-8.0	0.1%	8.3%	-2.7%	2.5%	-4.6%	-4.6%	-0.5	50
Cc1cc(C)c2ccc(=O)n(CC(=O)N/N=C/c3ccccc3Cl)c2n1	nt	nt	nt	nt	0.3%	4.8%	1.6%	nt	-5.1%	7.8%	0.9	48
C=CCn1c2ccccc2c(=O)c2cc(C#Cc3ccsc3)ccc21	nt	nt	nt	nt	nt	-2.0%	nt	0.8%	24.1%	-13.9%	nt	nt
COc1cccc(CNC(=O)CCC2CCCN(Cc3cc(Cl)ccc3O)C2)c1 (stereo not given)	1.0	3.0	i	-15.7	0.3%	14.5%	4.7%	-2.2%	1.6%	-7.8%	-1.4	37
Cc1ccc(C(=O)N/C(=C\c2ccc(C(C)C)cc2)C(=O)NCCCN2CCOCC2)cc1	4.1	4.0	i	5.8	0.2%	5.7%	-11.7%	14.6µM*	2.0%	-5.3%	2.1	54
Cc1sc2ncnc(SCC(=O)N3CCCC(C(F)(F)F)C3)c2c1C (stereo not given)	nt	nt	nt	nt	1.2%	-6.3%	-3.9%	2.5%	3.2%	-4.3%	5.7	40
CCc1ccc2c(CN3CCN(S(=O)(=O)c4ccc5c(c4)OCCO5)CC3)cc(=O)oc2c1	9.6	12.7	i	3.6	0.1%	-2.1%	-4.9%	?	23.9%	8.4%	3.5	77
O=[N+]([O-])c1ccc(COc2ccc(-c3[nH]ncc3-c3ccccc3)c(O)c2)cc1	37.5	12.8	i	15.2	4.2%	-0.7%	-5.8%	10.5%	2.4%	-10.4%	41.5*	46*
N#C/C(=C\c1ccc(OCC(N)=O)cc1)C(=O)NC1CC1	nt	nt	nt	nt	0.3%[50 µM]	-8.9%	-3.2%	1.2%	6.2%	-1.7%	0.7	49
Cn1nnnc1Sc1ncnc2scc(-c3cccc(S(C)(=O)=O)c3)c12	nt	nt	nt	nt	0.2%	nt	-13.0%	3.4%	nt	nt	3.7	69
COc1ccc(NC(=O)COC(=O)c2ccc(N3CCCC3=O)cc2)cc1OC	14.4	5.3	i	14.0	-1.1%	0.0%	0.8%	1.4%	-1.1%	-6.5%	1.3	58
Cc1ccc([N+](=O)[O-])c(OCCCN2CCCCCC2)c1	9.3	7.8	i	-25.0	-0.5%	-15.0%	11.5%	-0.2%	-8.8%	1.9%	-1.9	99
COc1ccc(Cn2nc(-c3ccccc3)c(N3CCCCC3)cc2=O)cc1	71.4*	3.2*	i	1.8	-0.1%	-4.4%	1.8%	6.2%	-1.1%	0.8%	2.7	77
COc1ccc(Cn2c(=N)c(C(=O)NCC3CCCO3)cc3c(=O)n4ccccc4nc32)cc1 (stereo not given)	nt	nt	nt	nt	-1.5%	-2.6%	-2.2%	0.7%	9.1%	-5.5%	-1.7	75
O=C(O)c1ccc(S(=O)(=O)c2ccc3c(c2)C(=O)N(c2ccccc2[N+](=O)[O-])C3=O)cc1	nt	nt	nt	nt	0.1%	-3.3%	-1.9%	0.7%	2.9%	-5.3%	-0.4	68
CC(CCc1ccccc1)NC(=O)C1CCCN(C(=O)c2cc3sccc3n2C)C1 (stereo not given)	2.7	-0.9	i	7.5	-1.2%	-5.5%	10.9%	15.5%	-0.4%	1.9%	1.5	51
C/C(=N\N=C1\NC(=O)C(CC(=O)Nc2ccc(C)c(Cl)c2)S1)C(C)C (stereo not given)	41.7	24.7	i	2.9	-0.1%	1.2%	1.8%	9.0%	4.6%	3.7%	4.4	95
CCSc1nnc(NC(=O)c2csc3c2CCCC3)s1	-4.8	14.0	i	1.5	-1.0%	-6.4%	-2.0%	-0.5%	6.1%	-1.0%	2.6	86
Cc1c(C(=O)Nc2cccc([N+](=O)[O-])c2)csc1-c1ccccc1	8.9	-2.4	i	-2.6	0.8%	-4.7%	-2.0%	19.1%	6.8%	-5.8%	7.7	73	NS5 inhibitors pilot replicate=-0.2
COc1ccc(OCC(=O)N2CCN(c3cccc(C(F)(F)F)c3)CC2)cc1	1.9	-28.2	i	-6.7	-0.7%	-17.2%	-7.3%	15.7%	-6.0%	3.2%	-1.2	95
C=CCNC(=O)c1onc(CSc2ccc(F)cc2)c1C(=O)NCCOC	6.4	-6.1	i	-27.4	1.3%	6.4%	3.3%	-1.6%	9.1%	-11.8%	-0.3	78
COc1ccc(C(=O)c2c(C)oc3ccc(O)cc23)c(OC)c1	nt	nt	nt	nt	0.8%[50 µM]	-6.3%	-7.2%	3.1%	-3.0%	-6.1%	2.2	82
CC(=O)OCCN1C(=O)c2ccc(-c3nc4ccccc4c(=O)o3)cc2C1=O	nt	nt	nt	nt	0.0%	nt	0.0%	0.7%	nt	nt	-1.3	64
COc1ccc(N(CC(=O)NCCSCc2ccc(Cl)cc2)S(C)(=O)=O)cc1Cl	nt	nt	nt	nt	1.3%	11.8%	3.3%	14.4%	-0.8%	-7.0%	0.3	68	NS5 inhibitors pilot replicate=-1.8
